RORg inh = inhibitors of mouse ROR gamma transcriptional activity. P51450. Drosophila S2 Gal4-RORgamma UAS-luciferase reporter, 20 h. Potency, µM (doses to about 53.6 µM), for inactives: at the top dose activity change, negative = inhibition, most hits filed as inhibitors. 5.4% of 310,000 active. AID 2551; further: nearly all actives have a fitted effect of over 60% in size
Target sequence (P51450 whole entry, looked up, the tested form may be a part): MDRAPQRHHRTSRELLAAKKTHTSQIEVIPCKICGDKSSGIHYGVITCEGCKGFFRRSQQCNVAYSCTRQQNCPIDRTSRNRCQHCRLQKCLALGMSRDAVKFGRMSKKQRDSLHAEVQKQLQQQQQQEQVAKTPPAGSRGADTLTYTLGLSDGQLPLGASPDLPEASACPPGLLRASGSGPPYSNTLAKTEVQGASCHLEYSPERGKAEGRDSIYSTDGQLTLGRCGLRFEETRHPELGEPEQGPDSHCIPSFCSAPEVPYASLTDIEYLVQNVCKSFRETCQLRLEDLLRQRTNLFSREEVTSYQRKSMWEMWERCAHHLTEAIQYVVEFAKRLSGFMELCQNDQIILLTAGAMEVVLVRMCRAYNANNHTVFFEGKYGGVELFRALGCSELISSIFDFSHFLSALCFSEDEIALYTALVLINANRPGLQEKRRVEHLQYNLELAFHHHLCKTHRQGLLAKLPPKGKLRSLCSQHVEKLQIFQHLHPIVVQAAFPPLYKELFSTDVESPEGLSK
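Using a luciferase readout, inhibitors were identified by reduced reporter activity in Drosophila cells coexpressing a copper-inducible Gal4–ROR gamma fusion and UAS-driven Photinus luciferase, incubated 20 hr after 700 uM copper sulfate.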
Gal4-VP16 FLuc = counter-screen for ROR gamma inhibitors: Gal4-VP16 reporter; Drosophila S2 Gal4-VP16 UAS-luciferase, luminescence, 20 h; Potency, µM (titrated, usually from 53.6 µM), inactives show top-dose activity, negative = inhibition, usual class: inhibitors; 3.5% of 310,000 active; AID 2546;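 further: Gal4-VP16 expression switched on by copper sulfate through the metallothionein promoter; nearly all actives have a fitted effect of over 50% in size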
Starred values were filed as active, the others as inactive; ? = inconclusive; [ ] = remark or other dose. The call rests on the fitted dose curve; in most records, active means well fitted curve in the direction sought with a large enough effect; inconclusive means small, poorly fitted or top-dose-only effect, or another doubt; inactive means no such curve, though single readings can be large; an effect the other way counts as inactive or inconclusive. On the % scale 0 is the no-effect control and ±100 the full control effect; potency means the concentration at half of the fitted maximal effect. The list is partial; count on the stated rates, not on these rows.

SMILES | RORg inh | Gal4-VP16 FLuc
COC(=O)c1ccc(C(NC(=O)OCc2ccccc2)/C(=C/[C@@H](C)C(=O)NCc2nc3ccccc3n2C)c2cccnc2)cc1 (stereo partly drawn) | 42.8% | 9.7%
CCCCC(CC)COCCCN (stereo not drawn) | 18.2% | 6.4%
COc1cccc(Cn2c(=O)c(-c3cc(F)cc(F)c3)nc3cnc(N4CCNCC4)nc32)c1 | 2.82µM* | ?
COc1cc(O)c(C(=O)/C=C/c2ccccc2)c(O)c1 | 13.4%[10 µM] | -1.4%[10 µM]
O=S1(=O)NCC23CCC(CC21)O3 (stereo not drawn) | -3.4% | 18.4%
COc1ccc(-n2c(=O)c(-c3cccs3)nc3cnc(Nc4cccc(OC)c4)nc32)cc1 | 22.5% | -5.9%
CCNc1ncc2nc(-c3ccccc3)c(=O)n(CCOC)c2n1 | 16.5% | -4.2%
NCCCC[C@H](N)C(=O)N[C@@H](CCCN=C(N)N)C(=O)N1CCC[C@H]1C(=O)N1CCC[C@H]1C(=O)NCC(=O)N[C@@H](Cc1ccccc1)C(=O)N[C@@H](CO)C(=O)N1CCC[C@H]1C(=O)N[C@@H](Cc1ccccc1)C(=O)O | -7.6% | 5.8%
COC(=O)C(N)CS (stereo not drawn) | 2.4% | -3.9%
COc1ccc(-c2ccc(C3C4C=CCCC4(C)C(=O)N3Cc3ccccc3)c(F)c2)cc1 (stereo not drawn) | 2.3% | ?
CO[C@H](C(=O)[C@@H](O)[C@@H](C)O)C1Cc2cc3cc(O[C@H]4C[C@@H](O[C@H]5C[C@@H](O)[C@H](O)[C@@H](C)O5)[C@@H](O)[C@@H](C)O4)c(C)c(O)c3c(O)c2C(=O)[C@H]1O[C@H]1C[C@@H](O[C@H]2C[C@@H](O[C@H]3C[C@](C)(O)[C@H](O)[C@@H](C)O3)[C@H](O)[C@@H](C)O2)[C@H](O)[C@@H](C)O1 (stereo partly drawn) | 0.631µM* | 0.501µM*
COC(=O)C1=C[C@@H](C(=O)OC)[C@@H]2C3=C(C(=O)[C@@]2(C)NC(=O)c2ccccc2)[C@H](C)[C@@H]2C(=O)N(c4ccccc4)C(=O)[C@@H]2[C@@H]3C1 | -26.8% | -1.4%
Nc1nc2c(ncn2CCC(CO)CO)c(=O)[nH]1 | 7.5% | -1.5%
CCCCCCCCCCCCC/C=C/[C@@H](O)[C@H](CO)NC(=O)CCCCCCC | -33.7% | 3.2%
CCCCC1=CC2=C(c3ccco3)C(=O)C(C)(OC(=O)c3ccc(Cl)nc3)C(=O)C2=CO1 (stereo not drawn) | 8.8% | -2.9%
CC(C)N(C)C | 1.3% | -6.8%
O=c1c(-c2cccc(F)c2)nc2cncnc2n1Cc1ccc(F)cc1 | ? | ?
CN(Cc1ccco1)c1ccnc(-c2cccc(NS(C)(=O)=O)c2)n1 | ? | ?
CC(C)C(=O)N[C@@H]1CCCN1C(=O)/C=C\c1ccccc1 | 2.0%[10 µM] | -11.5%[10 µM]
C#CCCCO/N=C1/C[C@@H](O)[C@@H](O)[C@@H]2[C@@H]3C(=O)N(Cc4ccc5c(c4)OCO5)C(=O)[C@H]3CC[C@H]12 | -0.6%[10 µM] | 5.3%[10 µM]
O=C(N/N=C1/C[C@@H](O)[C@@H](O)[C@@H]2[C@H]3C(=O)N(c4ccc(F)cc4F)C(=O)[C@@H]3CC[C@H]12)OCc1ccccc1 | 0.0%[10 µM] | -4.4%[10 µM]
CCC1OC(=O)C[C@@H](O)[C@H](C)[C@@H](OC2OC(C)CC(N(C)C)C2O)[C@@H](CC=O)C[C@@H](C)C(=O)/C=C/[C@]2(C)OC2C1C (stereo partly drawn) | 3.6% | -18.8%
O=C(/C=C\C=C/c1ccc2c(c1)OCO2)N1CCCCC1 | -0.2%[16.9 µM] | -3.9%[17 µM]
COc1ccc(CNc2ccnc(-c3ccccc3CN(C)C)n2)c(OC)c1 | -12.9% | 5.0%
COc1ccc(O[C@H]2C=C[C@@H](c3ccccc3)O[C@H]2CO/N=C\C[C@@H]2C=C[C@H](OC(C)=O)[C@H](COC(C)=O)O2)cc1 | 0.2%[10 µM] | 2.9%[10 µM]
CC12CCC3C(CC3(C)C)C(C)(CCC1=O)O2 (stereo not drawn) | -7.8% | 0.0%
COc1cc2c3cc1Oc1cc(ccc1O)C[C@@H]1c4c(cc(OC)c(O)c4Oc4ccc(cc4)C[C@@H]3N(C)CC2)CC[N+]1(C)C | -4.7%[10 µM] | -3.8%
CCOC(=O)OC(C)OC1=C(C(=O)Nc2ccccn2)N(C)S(=O)(=O)c2ccccc21 (stereo not drawn) | -2.0%[10 µM] | -3.9%
Cc1nc2cnc(N3CCNCC3)nc2n(C2CC2)c1=O | -15.8% | -0.6%
COc1cccc(-c2ccc3ncnc(NCc4ccc(OC)cc4OC)c3c2)c1 | 1.9% | -7.1%

Next section, overlapping the part above by 6 compounds.
SMILES | RORg inh | Gal4-VP16 FLuc
COc1ccc(O[C@H]2C=C[C@@H](c3ccccc3)O[C@H]2CO/N=C\C[C@@H]2C=C[C@H](OC(C)=O)[C@H](COC(C)=O)O2)cc1 | 0.2%[10 µM] | 2.9%[10 µM]
CC12CCC3C(CC3(C)C)C(C)(CCC1=O)O2 (stereo not drawn) | -7.8% | 0.0%
COc1cc2c3cc1Oc1cc(ccc1O)C[C@@H]1c4c(cc(OC)c(O)c4Oc4ccc(cc4)C[C@@H]3N(C)CC2)CC[N+]1(C)C | -4.7%[10 µM] | -3.8%
CCOC(=O)OC(C)OC1=C(C(=O)Nc2ccccn2)N(C)S(=O)(=O)c2ccccc21 (stereo not drawn) | -2.0%[10 µM] | -3.9%
Cc1nc2cnc(N3CCNCC3)nc2n(C2CC2)c1=O | -15.8% | -0.6%
COc1cccc(-c2ccc3ncnc(NCc4ccc(OC)cc4OC)c3c2)c1 | 1.9% | -7.1%
C[C@@H](c1ccccc1)N1C(=O)[C@H]2[C@H]3[C@H](O)[C@H](O)C/C(=N/OCc4ccccc4)[C@@H]3CC[C@@H]2C1=O | 15.2%[10 µM] | -4.3%[10 µM]
CC(C)C[C@H](NC(=O)[C@H](CCCCN)NC(=O)CNC(=O)[C@H](CC(C)C)NC(=O)[C@@H](NC(=O)[C@@H]1CSSC[C@H](N)C(=O)N[C@@H](CO)C(=O)N[C@@H](CC(N)=O)C(=O)N[C@@H](CC(C)C)C(=O)N[C@@H](CO)C(=O)N[C@@H]([C@@H](C)O)C(=O)N1)C(C)C)C(=O)N[C@@H](CO)C(=O)N[C@@H](CCC(N)=O)C(=O)N[C@@H](CCC(=O)O)C(=O)N[C@@H](CC(C)C)C(=O)N[C@@H](Cc1cnc[nH]1)C(=O)N[C@@H](CCCCN)C(=O)N[C@@H](CC(C)C)C(=O)N[C@@H](CCC(N)=O)C(=O)N[C@H](C(=O)N[C@@H](Cc1ccc(O)cc1)C(=O)N1CCC[C@H]1C(=O)N[C@@H](CCCNC(=N)N)C(=O)N[C@H](C(=O)N[C@@H](CC(N)=O)C(=O)N[C@H](C(=O)NCC(=O)N[C@@H](CO)C(=O)NCC(=O)N[C@H](C(=O)N1CCC[C@H]1C(N)=O)[C@@H](C)O)[C@@H](C)O)[C@@H](C)O)[C@@H](C)O | 6.8% | -5.4%
CCNc1ncc2nc(-c3ccc(OC)cc3)c(=O)n(Cc3cccs3)c2n1 | 0.8% | -4.2%
CC1C(=O)OC2CC34C5CC(C(C)(C)C)C36C(OC(=O)C6O)OC4(C(=O)O5)C21O (stereo not drawn) | -0.7% | -9.9%
CC(C)(C)C(=O)OCOP(=O)(OCOC(=O)C(C)(C)C)C(C)(Oc1ccc(O)cc1)P(=O)(OCOC(=O)C(C)(C)C)OCOC(=O)C(C)(C)C | -16.2% | 6.7%
COc1ccc2c(c1)O[C@@H](c1cccc(C(F)(F)F)c1)[C@H](OC(=O)Nc1cc(OC)c(OC)c(OC)c1)C2=O | -5.6% | -1.7%
CS(=O)(=O)Nc1cccc(-c2cc(NCc3ccccc3)ncn2)c1 | 6.7% | 9.7%
CNc1cc(-c2c(C)noc2C)ncn1 | -38.1% | -19.5%
c1csc(CNc2ncncc2-c2ccc3c(c2)OCO3)c1 | -14.7% | -14.0%
Cn1cccc1C(=O)N1CCC2(CC1)CCN(c1ccc(-c3ccccc3)cc1)CC2 | -21.9% | -2.5%
CCOC(=O)CCN1C(=O)[C@H]2[C@H]3[C@H](O)[C@H](O)C/C(=N/OC/C=C(\C)CCC=C(C)C)[C@H]3CC[C@@H]2C1=O | -4.6%[10 µM] | -7.0%[10 µM]
c1ccc(-c2nn[nH]n2)c(Nc2cccc3c2CCCC3)c1 | 17.7% | -21.6%
CC(C)(C)Cn1nc(-c2ccc(Cl)cc2)c2c(N)ncnc21 | 5.6% | 1.2%
CCOC(=O)OCC1OC(C#Cc2ccccc2)C=CC1Oc1cccc(N(C)C)c1 (stereo not drawn) | -17.4%[10 µM] | -2.8%[10 µM]
CC[C@H](c1ccc(O)cc1)[C@@H](CC)c1ccc(O)cc1 | -2.9%[2.98 µM] | -18.8%[17 µM]
CCCC(=O)Nc1c(I)cc(I)c(C[C@H](CC)C(=O)O)c1I | -9.2% | 14.2%
CSCC[C@H](N)C(=O)N[C@@H](CO)C(=O)N[C@@H](CCCN=C(N)N)C(=O)N1CCC[C@H]1C(=O)N[C@@H](C)C(=O)N[C@@H](CS)C(=O)N1CCC[C@H]1C(=O)N[C@@H](CC(N)=O)C(=O)N[C@@H](CC(=O)O)C(=O)N[C@@H](CCCCN)C(=O)N[C@@H](Cc1ccc(O)cc1)C(=O)N[C@@H](CCC(=O)O)C(=O)O | 7.7% | -3.0%
O=C(c1ccco1)N1CCC2(CCCN(Cc3ccncc3)C2)CC1 | -22.4% | -8.1%
COc1ccc2c3c1OC1C[C@@H](O)C=C[C@@]31CCN(C)C2 (stereo partly drawn) | 1.3% | 3.8%
CN(C)c1ccc(-c2nc(N3CCNCC3)c3ccccc3n2)cc1 | ? | -27.6%
Cc1ccnc(N)c1 | 9.7% | -1.9%
N#Cc1ccc(CN2CCC3(CC2)CCN(C(=O)c2ccco2)CC3)cc1 | -16.9% | -6.6%
Cc1ccccc1Nc1oc(-c2ccccc2)nc1-c1ccccc1 | 13.5% | -7.7%
COc1cccc(Nc2ncc3nc(-c4ccc(Cl)cc4)c(=O)n(C[C@H]4CCCO4)c3n2)c1 | 0.4% | 1.0%
O=C1[C@H]2[C@H]3[C@H](O)[C@H](O)C/C(=N/OCc4ccccc4)[C@@H]3CC[C@@H]2C(=O)N1C1CCCCC1 | 3.1%[10 µM] | -6.3%[10 µM]
COc1ccc2[nH]cc(CCNc3nc(-c4ccccc4CN(C)C)nc4ccccc34)c2c1 | 18.7% | -8.6%
CCCCC/C=C\C/C=C\CCCCCCCCCC(N)=O | 9.3% | -9.9%
NCCn1c(=O)c(CCc2ccccc2)nc2cncnc21 | -11.9% | 0.2%
CC[C@H](C)[C@H](NC(=O)[C@H](Cc1ccc(O)cc1)NC(=O)[C@@H]1CCCN1C(=O)[C@H](CCCCN)NC(=O)[C@@H](N)CCCCN)C(=O)N[C@@H](CC(C)C)C(=O)O | -2.5% | 1.2%
Cc1ccccc1N1CCN(S(=O)(=O)CC23CCC(CC2NC(=O)C(N)CCS(C)(=O)=O)C3(C)C)CC1 (stereo not drawn) | 17.1% | -1.7%

Remaining list, next part
Molecule	RORg inh	Gal4-VP16 FLuc
Cc1noc(C)c1C(=O)N1CCC[C@@]2(CCN(C(c3ccccc3)c3ccccc3)C2)C1	-13.2%	-3.4%
COc1cccc(-c2nc(NCCNC(C)=O)c3ccccc3n2)c1	7.6%	-11.2%
CCN(CC)CCn1c(-c2ccccc2)nc2c(NCCOC)nc(C)nc21	-21.9%	-3.9%
COc1cccc([C@@H]2Oc3ccc(Br)cc3C(=O)[C@H]2OC(=O)NCc2ccc3c(c2)OCO3)c1	-6.8%	?
Oc1ccc2c(c1-c1c(O)c(Br)cc3c1CCCC3)CCCC2	5.3%	-14.9%
COc1ccc2c(c1)C(=O)[C@H](OC(=O)NCc1ccco1)[C@@H](c1ccc(OC)c(Br)c1)O2	-4.6%	6.6%
CC(=O)OCC1OC(C#Cc2ccc(C(C)(C)C)cc2)C=CC1OC(C)=O (stereo not drawn)	-7.9%[10 µM]	-13.9%[10 µM]

Marked active in RORg inh, of those listed so far:
Structure,RORg inh
COc1cccc(Cn2c(=O)c(-c3cc(F)cc(F)c3)nc3cnc(N4CCNCC4)nc32)c1,2.82µM*
CO[C@H](C(=O)[C@@H](O)[C@@H](C)O)C1Cc2cc3cc(O[C@H]4C[C@@H](O[C@H]5C[C@@H](O)[C@H](O)[C@@H](C)O5)[C@@H](O)[C@@H](C)O4)c(C)c(O)c3c(O)c2C(=O)[C@H]1O[C@H]1C[C@@H](O[C@H]2C[C@@H](O[C@H]3C[C@](C)(O)[C@H](O)[C@@H](C)O3)[C@H](O)[C@@H](C)O2)[C@H](O)[C@@H](C)O1 (stereo partly drawn),0.631µM*

Screening results deposited in PubChem by National Center for Advancing Translational Sciences (NCATS).
